Screening data (PubChem BioAssay)
PP1 counter: PP1-alpha (human) inhibition in PP5 counter-screen. P62136. purified PP1alpha, OMFP fluorescence. inhibition, % at 6.7 µM. 320,000 compounds, 0.9% hits;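 active means inhibition above the mean inhibition of all tested compounds plus 3 SD, computed separately for each screening campaign, cut at about 15% in these data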
Target sequence (P62136 whole entry, looked up): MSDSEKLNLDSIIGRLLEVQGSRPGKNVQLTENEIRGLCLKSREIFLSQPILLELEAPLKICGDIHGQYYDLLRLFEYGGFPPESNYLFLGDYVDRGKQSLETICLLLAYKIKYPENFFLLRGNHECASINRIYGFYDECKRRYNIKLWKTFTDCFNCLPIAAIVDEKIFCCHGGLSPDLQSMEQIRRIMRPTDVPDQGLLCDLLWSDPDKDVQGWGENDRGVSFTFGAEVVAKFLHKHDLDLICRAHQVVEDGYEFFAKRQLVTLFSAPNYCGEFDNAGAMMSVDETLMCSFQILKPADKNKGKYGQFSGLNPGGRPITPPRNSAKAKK
PREPL inh: inhibits the human prolyl oligopeptidase-like enzyme; Q4J6C6; recombinant PREPL, fluorescence polarization activity-based probe; inhibition, % at 5.96 µM; 320,000 compounds, 0.68% hits; AID 2751; in the data active means inhibition above about 43%;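 further: 0% = enzyme with DMSO and 100% = wells lacking enzyme; many of its hits are not listed in these tables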
EBNA-1 inh: blocks EBNA-1 binding to DNA. 300,000 compounds, 0.34% hits. inhibition, % at 14.8 µM. EBNA-1 DNA binding, fluorescence polarization; in the data active means inhibition above about 28%
PP5 inh: PP5 (human) phosphatase inhibition; P53041; purified PP5c, OMFP substrate fluorescence; inhibition, % at 6.7 µM; 320,000 compounds, 0.18% hits; AID 1987;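 active means inhibition above the campaign's mean inhibition across all tested compounds plus 3 SD, cut at about 9.5% in these data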;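 further: 0% = DMSO only and 100% = 100 µM cantharidin control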
Target sequence (P53041 whole entry, looked up): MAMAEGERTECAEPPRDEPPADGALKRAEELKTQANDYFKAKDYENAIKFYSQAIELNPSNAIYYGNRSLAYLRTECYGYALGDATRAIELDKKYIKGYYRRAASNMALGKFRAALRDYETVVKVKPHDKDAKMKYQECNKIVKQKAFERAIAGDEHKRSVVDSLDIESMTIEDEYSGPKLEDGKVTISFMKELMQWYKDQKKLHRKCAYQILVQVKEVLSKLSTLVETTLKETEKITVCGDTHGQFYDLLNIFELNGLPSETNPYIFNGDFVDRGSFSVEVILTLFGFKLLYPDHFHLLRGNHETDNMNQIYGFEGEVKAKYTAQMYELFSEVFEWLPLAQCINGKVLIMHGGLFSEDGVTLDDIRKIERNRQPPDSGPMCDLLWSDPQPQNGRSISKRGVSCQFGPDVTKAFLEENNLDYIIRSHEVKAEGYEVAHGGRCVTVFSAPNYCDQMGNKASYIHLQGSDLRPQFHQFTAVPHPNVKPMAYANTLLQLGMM
Fh CTSL1 inh: counter-screen for PFM18AAP inhibitors: inhibitors of F. hepatica cathepsin L1; AID 1906; recombinant F. hepatica cathepsin L1, Z-Leu-Arg-MCA fluorescence; 300,000 compounds, 0.49% hits; inhibition, % at 5.96 µM;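 active means inhibition above the mean of all tested compounds plus 3 SD, set per screening campaign, cut at about 17% in these data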;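 further: 0% = plate median of test compound wells and 100% = 1 µM Z-Phe-Ala-diazomethylketone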
Efflux pump inh: antifungal efflux pump inhibition, Nile Red retention; S. cerevisiae Candida pump triplex; inhibition, % at 10 µM; 330,000 compounds, 0.44% hits; AID 485275;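 active means plate passing quality check with inhibition over a set limit, or well fluorescence over plate mean plus 4 SD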;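 further: Nile Red retained in pooled yeast measured as flow cytometry median fluorescence; 0% = buffer negative control and 100% = Enniatin B positive control; higher means more Nile Red kept so more efflux inhibition; some compounds called inactive have numbers as strong as hits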
core dimer inh: blocks dimerization of HCV core protein. 300,000 compounds, 0.33% hits. TR-FRET GST/Flag-core106 dimerization, 1536-well. inhibition, % at 5 µM;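 active means inhibition above the mean of all tested compounds plus 3 SD, set per screening campaign, cut at about 45% in these data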
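Assay system – GST-tagged and Flag-tagged HCV core protein residues 1-106 · Quantity – core106 proteins, GST 13.5 nM and Flag 17 nM · Benchmarks – unlabelled core106 and no-GST-core106 wells · Read-out basis – percent inhibition of core106 dimerization signal · Detection – time-resolved FRET, ex 340 nm, em 617 and 671 nm · Schedule – 4 h at 22.5 °C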
TPT1 inh: C. albicans TPT1 enzyme inhibition | recombinant caTPT1, FP RNA substrate dephosphorylation | inhibition, % at 5 µM | 300,000 compounds, 0.81% hits;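 active means inhibition above the mean of all tested compounds plus 3 SD, set per screening campaign, cut at about 24% in these data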;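 further: plate controls were DMSO alone for no effect and ferristatin control at 100 nM for full effect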
ZTA counter: ZTA (EBV) inhibition in EBNA-1 counter-screen; P03206; ZTA-DNA binding, fluorescence polarization; inhibition, % at 11 µM; 320,000 compounds, 0.15% hits; AID 2234; in the data active means inhibition above about 33%
Target sequence (P03206 whole entry, looked up): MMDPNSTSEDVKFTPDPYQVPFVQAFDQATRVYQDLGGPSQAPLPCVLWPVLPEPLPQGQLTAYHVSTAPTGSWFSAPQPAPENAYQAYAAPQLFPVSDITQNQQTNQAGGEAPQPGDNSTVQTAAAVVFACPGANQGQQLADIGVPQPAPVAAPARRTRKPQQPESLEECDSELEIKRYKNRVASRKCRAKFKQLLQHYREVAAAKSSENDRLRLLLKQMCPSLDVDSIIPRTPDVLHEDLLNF
Active calls of the source: *; nt = no result given. These rows are one share of the data; rates above refer to the full screens.

SMILES	PP1 counter	PREPL inh	EBNA-1 inh	PP5 inh	Fh CTSL1 inh	Efflux pump inh	core dimer inh	TPT1 inh	ZTA counter
CCn1c(SCC(=O)N2CCN(c3ccccc3)CC2)nc2c(c1=O)SC(C)C2 (centres undefined)	-2	24	-9	4.7	-3	-0.1	-2	-2	2
CCOC(=O)N1CCN(C(=S)NC)CC1	3	-6	5	0.0	-1	-0.1	-7	-5	20
CC(=O)NS(=O)(=O)c1ccc2sc(C)nc2c1	11	-6	-12	0.0	2	-0.1	-11	-4	-11
O=C1N/C(=N/Nc2ccccc2)S/C1=C\c1ccccc1	2	2	-6	0.1	0	0.1	-1	15	4
Cc1ccc(-n2nc(N)c3c(=O)oc(N(C)C)nc32)cc1	-2	5	3	0.3	-1	0.1	-7	-3	-16
Cn1c(=O)[nH]c(=O)c2c1nc(N1CCNCC1)n2CCOc1ccccc1	-3	8	3	-0.4	-3	-0.2	-3	-5	-11
O=C(NCCCN1CCOCC1)C(=O)NCC1OCCN1S(=O)(=O)c1ccc(Br)cc1 (centres undefined)	0	-4	3	0.3	-1	-5.7	5	0	0
S=c1[nH]ncn2c1cc1oc3ccccc3c12	4	-2	17	-2.4	4	-0.2	64*	-5	13
O=C1CCC/C1=c1\s/c(=C\c2cccnc2)c(=O)n1-c1ccccc1	0	13	-7	4.8	0	0.0	2	14	-8
O=C(Oc1ccc(Cl)c2cccnc12)N1CCOCC1	-4	-3	0	1.4	2	0.0	-3	3	2

Profiles as entered above. Order of values: PP1 counter | PREPL inh | EBNA-1 inh | PP5 inh | Fh CTSL1 inh | Efflux pump inh | core dimer inh | TPT1 inh | ZTA counter
Listed for S=c1[nH]ncn2c1cc1oc3ccccc3c12 : 4 | -2 | 17 | -2.4 | 4 | -0.2 | 64* | -5 | 13
Listed for O=C(NCCCN1CCOCC1)C(=O)NCC1OCCN1S(=O)(=O)c1ccc(Br)cc1 (centres undefined) : 0 | -4 | 3 | 0.3 | -1 | -5.7 | 5 | 0 | 0
Listed for CCn1c(SCC(=O)N2CCN(c3ccccc3)CC2)nc2c(c1=O)SC(C)C2 (centres undefined) : -2 | 24 | -9 | 4.7 | -3 | -0.1 | -2 | -2 | 2
Listed for CC(=O)NS(=O)(=O)c1ccc2sc(C)nc2c1 : 11 | -6 | -12 | 0.0 | 2 | -0.1 | -11 | -4 | -11
Listed for Cn1c(=O)[nH]c(=O)c2c1nc(N1CCNCC1)n2CCOc1ccccc1 : -3 | 8 | 3 | -0.4 | -3 | -0.2 | -3 | -5 | -11

(more compounds)
SMILES	PP1 counter	PREPL inh	EBNA-1 inh	PP5 inh	Fh CTSL1 inh	Efflux pump inh	core dimer inh	TPT1 inh	ZTA counter
O=C(CCN1CCCCC1)c1ccc2c(c1)OCO2	-5	1	-20	-0.9	1	0.2	-5	6	4
COc1cccc(CN(C(=O)COc2ccc(C)cc2)C2CCS(=O)(=O)C2)c1 (centres undefined)	-5	5	1	1.2	-5	0.1	9	-1	-6
COc1cc(CNCCCN2CCOCC2)cc(Br)c1OCC(=O)N1CCCCC1	-1	4	0	-1.7	0	0.1	-1	-2	3
CCOc1ccc(NS(=O)(=O)c2ccc(OCC(=O)NCc3ccncc3)cc2)cc1	-4	3	10	1.7	-3	3.9	-7	-2	-22
OCC1CCCCN1C(=S)Nc1cccc(Cl)c1 (centres undefined)	-2	19	-3	-0.6	7	0.3	-4	3	-10
CC(=O)c1ccc(N2C(=O)[C@@H]3C(CCC(N)=O)NC4(C(=O)Nc5c4ccc(Cl)c5C)[C@@H]3C2=O)cc1 (some centres undefined)	0	16	-1	0.0	3	-0.3	19	0	3
COC(=O)C1=C(CN2CCSCC2)NC(=O)NC1c1cc(C)ccc1C (centres undefined)	-1	3	8	-1.5	3	0.1	2	-6	12
COc1c(C)cccc1C(=O)Nc1ccc(OCC(=O)N2CCOCC2)cc1C	-1	12	6	-0.1	-1	0.0	-10	-3	0
N#Cc1ccccc1NC(=O)c1cccc(COc2ccc(Cl)cc2Cl)c1	4	6	16	2.0	2	1.2	6	2	10
O=C(Nc1ccc2c(c1)CCC2)c1cc(F)cc(F)c1	2	-3	nt	3.5	nt	-0.1	nt	nt	-4

4 of the entries above in order of the core dimer inh value, highest first:
SMILES	core dimer inh
OCC1CCCCN1C(=S)Nc1cccc(Cl)c1 (centres undefined)	-4
O=C(CCN1CCCCC1)c1ccc2c(c1)OCO2	-5
CCOc1ccc(NS(=O)(=O)c2ccc(OCC(=O)NCc3ccncc3)cc2)cc1	-7
COc1c(C)cccc1C(=O)Nc1ccc(OCC(=O)N2CCOCC2)cc1C	-10

Next part:
SMILES	PP1 counter	PREPL inh	EBNA-1 inh	PP5 inh	Fh CTSL1 inh	Efflux pump inh	core dimer inh	TPT1 inh	ZTA counter
CN(CC(=O)Nc1ccc(Cl)c(Cl)c1)C(=O)CN1C(=O)NC2(CCCC2)C1=O	-7	5	3	1.0	3	0.0	4	2	5
O=C1CCC(=O)N1c1ccc(S(=O)(=O)Nc2cccc([N+](=O)[O-])c2)cc1	-1	7	8	0.2	4	-0.1	6	-3	7
COC(=O)CC1C(=O)NCCN1C(=S)NC(=O)c1sc2ccccc2c1Cl (centres undefined)	-2	7	5	-0.2	2	0.0	1	-1	0
COc1cc2[nH]c(=O)n(Cc3ccc(C(=O)NC4CCN(Cc5ccccc5)CC4)cc3)c(=O)c2cc1OC	0	-10	6	3.0	9	0.0	4	-1	-6
Cc1ccc(C2(C)NC(=O)N(CC(=O)NC(=O)NC(C)(C)C)C2=O)cc1 (centres undefined)	0	-4	6	2.3	-4	0.2	-3	-5	-3
COc1ccc(C2/C(=C(/O)c3ccc(Cl)cc3)C(=O)C(=O)N2CCN2CCOCC2)c(OC)c1 (centres undefined)	0	0	3	-0.7	1	-0.2	0	3	-6
CCC1(C)SC(NC(C)=O)=NN1C(C)=O (centres undefined)	-1	-9	-17	1.6	-1	0.1	-3	-3	3
CCc1sc(C(=O)Nc2ncccc2C)cc1C	-5	-3	8	-0.5	0	0.0	7	-2	0
CCN(CC)S(=O)(=O)c1cc(NC(=O)C2Cc3ccccc3C(=O)O2)ccc1C (centres undefined)	-3	5	-1	-0.9	1	0.0	3	0	0
CCOC(=O)c1c(NC(=O)c2ccn(CC)n2)sc2c1CCCC2	-4	11	3	1.1	7	0.2	-5	1	-2

Reformatted: entries from further up.
Results follow in this order: PP1 counter, PREPL inh, EBNA-1 inh, PP5 inh, Fh CTSL1 inh, Efflux pump inh, core dimer inh, TPT1 inh, ZTA counter
CCC1(C)SC(NC(C)=O)=NN1C(C)=O (centres undefined)
→ -1, -9, -17, 1.6, -1, 0.1, -3, -3, 3
COc1ccc(C2/C(=C(/O)c3ccc(Cl)cc3)C(=O)C(=O)N2CCN2CCOCC2)c(OC)c1 (centres undefined)
→ 0, 0, 3, -0.7, 1, -0.2, 0, 3, -6

New compounds follow.
SMILES	PP1 counter	PREPL inh	EBNA-1 inh	PP5 inh	Fh CTSL1 inh	Efflux pump inh	core dimer inh	TPT1 inh	ZTA counter
COc1cc(CNn2cnnc2)ccc1OCC(=O)NC1CCCCC1	-4	-12	3	-0.3	1	-0.1	1	-3	0
COCCNC(=O)CN(c1cc(Cl)ccc1OC)S(=O)(=O)c1ccc(C)c([N+](=O)[O-])c1	-8	-8	-19	0.9	2	0.1	2	-4	9
O=C(O)CCC(=O)N1CCN(S(=O)(=O)c2cccs2)CC1	-4	4	15	-0.3	2	0.0	0	0	2
O=C(CN1CCN(Cc2ccc(F)cc2)CC1)NCCc1ccccc1	-1	13	11	-0.4	0	-0.1	8	-2	5
Cc1ccc(C)c(NC(=S)Nc2ccc(S(=O)(=O)Nc3ncccn3)cc2)c1	0	8	14	0.2	9	0.0	-6	-5	-9
COc1ccc(S(=O)(=O)NCCCCCC(=O)NCCCN2CCOCC2)cc1	3	16	5	0.1	3	0.3	10	1	6
COc1ccc(Cc2nnc(SCC(=O)Nc3cc(Cl)ccc3C)[nH]c2=O)cc1	-4	-10	12	-0.9	2	-0.1	3	0	10
O=C(NCCCl)NNc1c(Cl)cc(Cl)cc1Cl	-2	-14	-15	3.1	0	0.1	3	-1	6
COc1ccc(C(=O)Nc2cccc(NC(=O)c3ccc(OC)c(OC)c3)n2)cc1OC	-1	2	-7	3.5	0	1.0	-12	5	5
CC(C)CN(CCCNC(=O)CN1N=C(c2ccc(Cl)cc2)CCC1=O)CC(C)C	-1	30	-12	1.6	-5	0.1	-8	5	2
CCCS(=O)(=O)N1CCCC(C(=O)N2CCCCC2)C1 (centres undefined)	2	7	-1	-1.4	-2	0.0	3	-3	-10
COc1ccc(CCN2C(=O)CC(Sc3ncccc3C(=O)O)C2=O)cc1OC (centres undefined)	1	-3	1	0.6	-2	0.2	0	-1	18
CCOC(=O)c1c(N)sc(=S)c2c1CCC2	12	9	-3	3.4	6	-0.1	45	-6	-7
CC1(C)CC(=O)C2=C(C1)OC(N)=C(C#N)C21CCC2(CC1)OCCO2	-4	10	-1	1.3	-3	-0.2	-10	-2	2
O=C(Cn1nnc(-c2ccccc2)n1)OCc1csc(-c2ccccc2)n1	-2	-12	13	0.0	-3	-0.1	-3	-5	5
CCN(CC)c1ccc(/C=N/NC(=O)c2c(Cl)c(C)nn2C)cc1	2	8	-1	1.9	4	-7.3	-13	3	6
Cn1cc(-c2ccccc2)cc(C#N)c1=O	0	13	-10	-0.2	4	1.0	8	4	-7
O=C(Nc1ccc([N+](=O)[O-])cc1)N1CCN(C(=O)C2CCCO2)CC1 (centres undefined)	-3	0	-2	0.6	2	0.2	0	-2	-13
CSc1ccccc1NC(=O)c1ccc(Cl)s1	-2	-5	6	-0.5	-4	-0.1	4	0	-12
O=C(NCCCN1CCCC1=O)c1cccs1	0	18	-6	2.1	3	0.1	-1	3	-5

core dimer inh: entries above that show a hit
structure	PREPL inh	EBNA-1 inh	PP5 inh	Efflux pump inh	core dimer inh	TPT1 inh
S=c1[nH]ncn2c1cc1oc3ccccc3c12	-2	17	-2.4	-0.2	64*	-5

(more compounds)
SMILES	PP1 counter	PREPL inh	EBNA-1 inh	PP5 inh	Fh CTSL1 inh	Efflux pump inh	core dimer inh	TPT1 inh	ZTA counter
COc1ccc(OCC(=O)N/N=C(\C)c2cc3ccccc3o2)cc1	-4	-1	-2	1.7	1	-0.2	9	27*	-1
CCCCC(=O)Nc1ccc(C(=O)NCC(=O)OC)cc1	-3	-2	11	-0.5	4	0.0	3	0	7
CCC1Sc2ccc(S(=O)(=O)CCC(=O)NC3CCCCCC3)cc2NC1=O (centres undefined)	-1	7	-9	0.4	0	0.1	0	2	-1
COc1nc(N/N=C/c2ccccc2F)nc(N2CCCCC2)n1	0	1	-2	2.2	3	0.0	0	0	10
CC(=O)N1CCN(c2ccc(NC(=O)c3cc(Cl)ccc3Cl)cc2)CC1	0	1	2	-1.8	2	0.1	9	-1	-7
Cc1ccc(-c2cc(C(=O)Nc3cc(C)ccc3O)no2)cc1	5	22	0	3.0	3	-0.1	2	-3	-3
COc1ccc(/C=C/C(=O)c2ccccc2)cc1Cn1nnc2ccccc21	9	-9	2	3.3	-3	0.4	6	-2	-3
O=C(NCc1ccc2c(c1)OCO2)c1cnc2ccccn2c1=O	0	17	12	0.3	3	-1.4	3	0	3
CCCCC(CC)C(=O)Nc1cc(C(=O)NCCC)ccc1N1CCC2(CC1)CC(c1cccc(Br)c1)=NO2 (centres undefined)	3	13	-5	2.8	0	nt	3	-1	-20
Cc1ccc(O)c(/C=N/NC(=O)COc2ccc3c(C)cc(=O)oc3c2)c1	11	-52	28*	2.7	0	-0.1	15	-4	-7
CCOC(=O)[C@@H]1[C@H]2COc3ccc(Br)cc3[C@H]2N2C(=O)N(c3ccc(C)cc3)C(=O)[C@]12C	7	-93	8	2.7	0	0.0	4	-4	7
